TEAD-YAP block – TEAD-YAP interaction inhibition | HEK-TIYL cells, TEAD-Gal4/YAP UAS-luciferase luminescence | inhibition, % at 9.12 µM | 640,000 tested, 1.4% active | AID 1259422; in the data active = inhibition above about 32%;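 also: 0% = median of test compound wells and 100% = reference inhibitor wells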
GPR151 ag – human GPR151 activation; Q8TDV0; PathHunter beta-arrestin GPR151 cells, luminescence; activation, % at 11.2 µM; 650,000 tested, 1% active; AID 1508602; in the data active = activation above about 4.9%;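 also: 0% = median of compound wells and 100% = cells with positive control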
Target sequence (Q8TDV0 whole entry, looked up): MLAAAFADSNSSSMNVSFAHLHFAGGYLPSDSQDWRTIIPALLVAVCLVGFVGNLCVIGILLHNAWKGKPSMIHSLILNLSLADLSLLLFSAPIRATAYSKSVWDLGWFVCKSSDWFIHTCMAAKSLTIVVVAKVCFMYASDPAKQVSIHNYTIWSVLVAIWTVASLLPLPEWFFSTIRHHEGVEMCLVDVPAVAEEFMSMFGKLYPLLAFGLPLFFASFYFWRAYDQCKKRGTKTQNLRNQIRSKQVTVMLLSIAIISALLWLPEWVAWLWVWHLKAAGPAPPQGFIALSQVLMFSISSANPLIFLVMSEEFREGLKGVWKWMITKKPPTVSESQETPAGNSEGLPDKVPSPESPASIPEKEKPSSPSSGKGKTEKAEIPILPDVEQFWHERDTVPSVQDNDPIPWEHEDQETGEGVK
MITF primary – inhibitors of human MITF; AlphaScreen MITF homodimerization, bead proximity signal; AID 1259374; O75030; inhibition, % at 2.6 µM; 650,000 tested, 0.91% active; in the data active = inhibition above about 50%;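 also: 0% = vehicle wells with protein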
Target sequence (O75030 whole entry, looked up): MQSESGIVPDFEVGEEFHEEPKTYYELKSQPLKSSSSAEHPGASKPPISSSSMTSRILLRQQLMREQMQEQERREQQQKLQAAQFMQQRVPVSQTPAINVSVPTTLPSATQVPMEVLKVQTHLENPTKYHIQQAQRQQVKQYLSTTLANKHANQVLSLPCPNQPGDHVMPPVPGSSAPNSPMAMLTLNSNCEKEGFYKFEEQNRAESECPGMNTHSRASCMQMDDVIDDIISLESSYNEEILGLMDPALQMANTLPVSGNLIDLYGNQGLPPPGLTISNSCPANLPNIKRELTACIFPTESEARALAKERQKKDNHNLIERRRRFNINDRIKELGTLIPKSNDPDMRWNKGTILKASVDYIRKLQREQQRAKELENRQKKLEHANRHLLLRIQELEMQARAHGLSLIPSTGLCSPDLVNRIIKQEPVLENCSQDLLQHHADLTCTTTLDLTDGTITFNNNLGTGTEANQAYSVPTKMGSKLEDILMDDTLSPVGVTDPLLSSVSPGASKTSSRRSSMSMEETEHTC
FBW7 activator – human FBW7 E3 ligase activation, primary screen; 650,000 tested, 0.13% active; normalized activity (activation), % at 26.1 µM; AlphaScreen FBW7–phospho-cyclin E peptide binding, activator screen; Q969H0; in the data active = normalized activity above about 1.9%;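 also: purified mutant Fbw7 with reduced substrate affinity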
Active calls of the source: *. No enrichment for hits. Share with any hit: about 3.4%.

SMILES	TEAD-YAP block	GPR151 ag	MITF primary	FBW7 activator
COCc1c(C(=O)N/N=C/c2cccc(Cl)c2)nnn1-c1nonc1N	-2	2.5	-4	-0.1
O=C(CCCn1c(SCC(=O)Nc2ccccc2Cl)nc2ccccc2c1=O)NCc1ccccc1	-12	0.1	6	0.1
O=C(NN1C(=O)C2CCCCC2C1=O)c1cccnc1 (stereo not given)	11	-0.2	2	0.0
Cc1sc2ncnc(Sc3nnnn3-c3ccccc3)c2c1C	4	-0.3	8	0.0
CCn1nnc(NC(=O)c2cc(Cl)c(OC)c(Cl)c2)n1	8	-0.6	10	1.2
Cn1c(=O)n(CC(=O)NC(C)(C)C)c(=O)c2c(N3CCN(C(=O)c4ccco4)CC3)ccnc21	8	1.1	10	-0.3
CCC(=O)N1c2ccccc2C(=C2SC(C(=O)OC)=C(C(=O)OC)S2)C(=S)C1(C)C	3	-1.2	24	-0.2
COCCNc1nc(Nc2ccc(Cl)cc2)c2cnn(C)c2n1	-2	1.4	-4	0.3
CC(C)Oc1ccc(C(=O)OCC(=O)c2ccc[nH]2)cc1	-1	-0.7	-2	0.0
O=C(NC1CCCCC1)C(c1ccccn1)N(Cc1ccccc1)C(=O)c1csnn1 (stereo not given)	0	2.4	25	0.1
Cc1cc(C)c(C(=O)N2CCC(=O)N(CC(C)C)CC2)[nH]1	1	0.5	-1	0.0
O=C(NN=C1C2CC3CC(C2)CC1C3)c1ccncc1	0	0.0	9	-0.1
Cc1nc(-c2ccccc2)c(Br)s1	2	-0.4	-2	-0.2
CCCNC(=O)/C(=C/c1cn(C)c2ccccc12)NC(=O)c1ccco1	-3	0.1	-26	0.2
Cc1ccc(NC(=O)C(=O)NNC(=O)/C=C/c2ccccc2)cc1	13	-0.9	4	0.1

Molecules shown so far containing a Cl atom:
SMILES	TEAD-YAP block	GPR151 ag	MITF primary	FBW7 activator
COCc1c(C(=O)N/N=C/c2cccc(Cl)c2)nnn1-c1nonc1N	-2	2.5	-4	-0.1
O=C(CCCn1c(SCC(=O)Nc2ccccc2Cl)nc2ccccc2c1=O)NCc1ccccc1	-12	0.1	6	0.1
CCn1nnc(NC(=O)c2cc(Cl)c(OC)c(Cl)c2)n1	8	-0.6	10	1.2
COCCNc1nc(Nc2ccc(Cl)cc2)c2cnn(C)c2n1	-2	1.4	-4	0.3

(listing goes on)
SMILES	TEAD-YAP block	GPR151 ag	MITF primary	FBW7 activator
COc1ccccc1CNC(=O)c1ccc2c(c1)nc(C)n2-c1cccc(C)c1	-13	-0.3	9	-0.1
CCOC(=O)c1c(NC(=O)COc2ccccc2C(C)(C)C)sc(C(C)=O)c1C	-7	0.0	0	0.0
O=C(OCC(c1ccccc1)c1ccccc1)c1cccnc1	-14	0.9	-16	-0.1
COc1ccc(CNc2c([N+](=O)[O-])c(=O)n(C)c3ccccc23)cc1	-15	1.5	9	-0.3
CCCN(CCO)Cc1c(OC)ccc2ccccc12	9	-1.0	23	0.5
C=CCn1sc(=N)c(C#N)c1N	-3	1.6	21	1.5
COc1ccc(/C=N/NC(=O)c2cc3ccccc3cc2O)c(OC)c1	-21	0.2	2	0.0
Cc1ccc(S(=O)(=O)Nc2ccccc2OC(F)F)cc1	2	-1.4	22	0.7
O=C(CNc1ccc(F)c([N+](=O)[O-])c1)Nc1ccc(Br)cc1F	5	-2.4	9	-0.1
COc1ccc(F)c([C@@H]2C[C@H]3CN(C4Cc5ccccc5C4)C(=O)[C@]34CCCN24)c1	3	0.9	-4	0.0
Cc1cccc(-n2nc3c(c2NC(=O)c2ccc(Cl)c([N+](=O)[O-])c2)CS(=O)(=O)C3)c1C	13	-1.0	6	-0.2
Cc1cc(C)nc(SCC(=O)NCC(C)NC(=O)CSc2nc(C)cc(C)n2)n1 (stereo not given)	4	-0.7	9	0.0
O=C1NCCN1c1cccc(C(=O)N2CCc3c([nH]c4ccccc34)C2c2ccccn2)c1 (stereo not given)	3	1.4	8	0.0
COc1ccccc1NC(=O)c1c(NCc2ccncc2)sc2c1CCCC2	-2	-0.8	4	-0.1
OCCC1CN(Cc2ccnc3ccccc23)CCN1Cc1ccc(F)cc1 (stereo not given)	18	1.7	8	0.2
COc1ccc(COC(=O)C2=C(C)NC3=C(C(=O)CC(C)(C)C3)C2c2ccsc2)cc1 (stereo not given)	-3	0.5	-3	0.2
CCCCCN1C2=C(C(=O)CC(C)(C)C2)C(c2cccc(F)c2)C2=C1CC(C)(C)CC2=O	9	-1.1	-6	0.0
O=C(NC1CCCC1)c1ccc(N2CCC(NCCc3cnccn3)CC2)cc1	-8	0.0	10	0.2
O=C1c2ccccc2NC2(CCCC2)N1NS(=O)(=O)c1ccccc1	-5	0.1	-4	0.0
COCCNC(=S)NNC(=O)c1ccccc1	-3	-1.0	14	0.1
CCOC(=O)N1CCN(C(=O)CCCCCn2c(=S)[nH]c3ccsc3c2=O)CC1	5	0.0	3	0.6
COC(=O)C1=CN(Cc2ccc(OC)cc2)C=C(C(=O)OC)C1c1ccccc1Br	-11	0.1	-3	0.3
CCOc1ccc(-c2cc(C)n3nc(C(=O)Nc4ccc(Cl)cc4)cc3n2)cc1	2	-1.1	7	0.2
CC(C)n1c(N2CCCC2CO)nc2c(N)ncnc21 (stereo not given)	12	0.5	1	0.0
COc1ccc(NC(=O)CCCCCn2c(SCc3cccc(C)c3)nc3ccsc3c2=O)cc1	0	1.8	-14	-0.1
COc1ccc(/C=C(\C#N)c2nc3ccccc3s2)cc1Br	5	0.6	-7	0.0
NC(=O)c1cc(-c2cccs2)no1	-9	2.0	8	0.1
C=C(C)Cn1c(CN(Cc2ccccc2)Cc2ccccc2)nc2c1c(=O)n(C)c(=O)n2C	-7	-0.3	-6	-0.2
O=C(CN1C(=O)CCC1=O)Nc1nc2c(F)cc(F)cc2s1	6	1.1	-1	0.0
Cc1cc(C)c(OCCOCCNCCN)c(C)c1	0	1.1	70*	0.0
COC(=O)c1c(C)oc2ccc(OCc3ccccc3Cl)cc12	-2	-0.4	6	-0.2
Cc1ccc(C2NCCS2)cc1 (stereo not given)	2	0.6	3	0.0
CC1(C)CC(=O)C2=C(C1)NC(=O)CC2c1ccccc1Br (stereo not given)	5	-0.3	5	0.2
CC(=O)Oc1ccccc1C(=O)N1CCSc2ncccc21	-3	-1.5	13	0.2
CC(C)n1cnc2c(Nc3ccccc3)nc(N3CCN(Cc4ccc5c(c4)OCO5)CC3)nc21	7	1.1	5	-0.1
Cc1cc(-c2ccccc2N)nc2ccccc12	-20	0.5	0	-0.1
CCCSc1nc2sc3c(c2c(=O)n1C1CCCCC1)CC(C)(C)OC3	-5	-0.2	-2	-0.1
O=C(N1CCN(c2ccccc2F)CC1)N1c2ccccc2Sc2ccccc21	64*	1.9	11	-0.1
COCCNC(=O)C(C(=O)c1ccc(F)cc1)n1cc(C)ccc1=O (stereo not given)	-4	-0.5	-1	-0.1
O=C(NC(=S)Nc1ccc2oc(-c3ccccc3)nc2c1)c1ccc(F)cc1	4	4.3	0	0.0
O=C(CCl)Nc1ccc(F)cc1Cl	11	-1.1	-3	0.0
COc1ccc(N2CCN(c3nc(NCc4ccc(Cl)cc4)nc(N4CCOCC4)n3)CC2)cc1	-6	-0.4	6	0.1
CC(=O)Nc1ccn(Cc2c(F)cccc2Cl)n1	-12	-0.1	-30	0.4
O=C1Cc2ccccc2N1C1CCN(CC(O)COc2ccccc2)CC1 (stereo not given)	36*	0.7	1	-0.2
CCn1c(=O)n(-c2ccccc2)c(=O)c2c1c1cc(OC)ccc1n2C	1	-1.9	-17	0.0
COc1cc(C(=O)Nc2onc3c2CCC3)cc(OC)c1OC	12	-0.6	5	0.1
Cc1cc(OCCCNCCO)ccc1C(C)C	64*	-1.5	32	0.3
Cc1cc(S(N)(=O)=O)ccc1NC(=O)c1sc2ccccc2c1Cl	10	0.0	10	0.1
Cn1c(SCC(=O)Nc2nccs2)nc2c(c1=O)SCC2	2	0.8	-1	-0.1
CCCCOC(=O)C(C)Oc1ccc2c(=O)c(Oc3ccc(CC)cc3)coc2c1 (stereo not given)	11	-0.8	1	0.1
COc1ccc(-c2nn(-c3ccccc3)cc2CC(=O)O)cc1	9	-0.7	7	0.6
CCSC1=NCCN1C(=O)c1ccc(S(=O)(=O)N(CC)CC)cc1	-5	-0.4	-9	0.0
N#CCc1ccc(NC(=O)C2(c3ccccc3)CCCC2)cc1	5	0.1	10	0.0
CCn1c(SCc2cccc(F)c2)nc2c(c1=O)SCC2	4	0.9	11	0.3
C/C(N)=C(/C#N)C(NC(=O)c1ccc(Cl)cc1Cl)(C(F)(F)F)C(F)(F)F	-12	-0.6	6	0.0
Cc1cc(C)cc(NS(=O)(=O)c2ccc3c(c2)CC(=O)N3)c1	5	1.2	-4	-0.1
COc1ccc(S(=O)(=O)N(C)CC(=O)NCc2ccccc2Cl)cc1C	6	0.0	-3	0.0
C=CCN(CC=C)C(=O)CC1C(=O)NCCN1Cc1ccc(OC)c(OC)c1 (stereo not given)	4	0.4	-1	0.1
Cc1nn(C)cc1COC(=O)c1cc([N+](=O)[O-])ccc1Cl	2	3.1	5	-0.1
C[C@H]1NC(=O)[C@H]2CN(C(=O)c3cccc(Cl)c3)CCN2C1=O	-2	-1.1	-22	0.2

Three compounds already listed, sorted by molar mass, smallest number first.
SMILES	TEAD-YAP block	GPR151 ag	MITF primary	FBW7 activator
N#CCc1ccc(NC(=O)C2(c3ccccc3)CCCC2)cc1	5	0.1	10	0.0
Cc1cc(S(N)(=O)=O)ccc1NC(=O)c1sc2ccccc2c1Cl	10	0.0	10	0.1
C=CCN(CC=C)C(=O)CC1C(=O)NCCN1Cc1ccc(OC)c(OC)c1 (stereo not given)	4	0.4	-1	0.1

Continuation.
SMILES	TEAD-YAP block	GPR151 ag	MITF primary	FBW7 activator
Cc1sc2nc3ccccc3n2c1C	-15	2.0	0	0.0
NCc1ccc(OCc2ccccc2)cc1	-22	-5.1	-13	0.1
COC1=C/C(=C/c2c(N)n3nc(-c4ccccc4C)sc3nc2=O)C=CC1=O	-11	-0.9	-8	-0.1
Cc1cccc(C)c1-n1nnnc1SCC(=O)N1CC(C)CC(C)C1 (stereo not given)	-1	-0.1	7	0.0
Cc1cc(NC(=O)CSc2nc3ccsc3c(=O)n2Cc2ccc3c(c2)OCO3)n[nH]1	12	1.9	19	0.7
CCOc1ccc(NC(=O)CCc2ccccc2)cc1	-37	0.0	-1	0.6
Cc1cc(C)n(-c2cc(N3CCN(S(C)(=O)=O)CC3)ncn2)n1	-4	-0.3	15	0.0
O=C(O)c1cc(-c2ccncc2)nc2ccc(S(=O)(=O)N3CCOCC3)cc12	7	-0.8	5	-0.3
O=C1OC(c2ccc(Cl)cc2)=N/C1=C\c1cccs1	6	0.9	7	0.0
O=C(Nc1ccnn1C1CCN(C(=O)CC2=CCCCC2)CC1)C1CC1	0	-0.2	7	0.1
COC(=O)C1=C(C(=O)c2ccccc2)C(c2ccc(C(C)(C)C)cc2)n2nnnc2N1 (stereo not given)	1	-0.5	-2	0.0
COc1cc(Nc2cc(C)nc(-c3ccc(C(=O)N4CCN(C)CC4)cc3)n2)cc(OC)c1OC	7	-2.4	17	0.2
O=C(O)CC(C(=O)O)N1C(=O)/C(=C/c2ccc3c(c2)OCO3)SC1=S (stereo not given)	-4	-1.8	-4	-0.7
Cc1cccc2cc(CN(C(=O)Nc3ccccc3)C3CCCC3)c3nnnn3c12	-14	0.8	-3	-0.2
Cc1coc2c(C)c3oc(=O)c(CC(=O)O)c(C)c3cc12	1	3.3	5	0.1
O=C(Cn1c(=O)oc2ccccc21)Nc1cccc(F)c1	3	0.0	-7	0.1
Cc1ccc(N=Cc2ccc(N(C)C)c([N+](=O)[O-])c2)cc1	2	2.3	1	0.1
Cc1cccc(N2CCN(S(=O)(=O)c3cccc4nsnc34)CC2)c1C	15	-1.1	6	0.5
CC(NC(=O)C1CC1)c1ccc(S(C)(=O)=O)cc1 (stereo not given)	0	-2.7	18	0.3
COc1ccc(CNCCC2CCC(=O)N2CC2(c3ccccc3)CCOCC2)cc1 (stereo not given)	-1	-1.0	-9	-0.1
C=CCSc1nnc(NC(=O)C2CC(=O)N(c3ccc4c(c3)OCCO4)C2)s1 (stereo not given)	8	4.3	-7	-0.4
C=CCNC(=S)NNC(=O)c1ccccc1O	89*	-0.4	-3	-1.7
COc1ccc(-c2ccc(=O)n(CC3CCN(C(C)=O)CC3)n2)cc1	-4	1.8	5	0.0
COc1ccccc1C1(NC(=O)c2cnccn2)CCCC1	2	-0.6	18	0.2
Cc1c(C(=O)N2CCCC2)sc(NC(=O)c2ccccc2)c1C#N	-16	0.2	7	-0.1
O=C(NCc1ccco1)c1ccc2c(=O)n(-c3ccc(F)cc3)c(SCc3ccc(Cl)cc3)nc2c1	1	0.0	8	0.1
Cc1ccc(CN2CC34C=CC(O3)C(C(=O)NCC3CCCO3)C4C2=O)cc1 (stereo not given)	-9	0.2	-5	0.1
C=CCSc1nnc(-c2c[nH]c3ccccc23)n1CCOC	-6	0.0	0	0.0
COc1cc(OC)cc(-c2nc3ccccc3c(=O)n2OC(=O)c2cccc(Cl)c2)c1	-2	0.1	12	-0.1

Entries of single compounds, quoted from the list. Order of values: TEAD-YAP block, GPR151 ag, MITF primary, FBW7 activator
Cc1cccc(N2CCN(S(=O)(=O)c3cccc4nsnc34)CC2)c1C in the list: 15, -1.1, 6, 0.5
CC(NC(=O)C1CC1)c1ccc(S(C)(=O)=O)cc1 (stereo not given) in the list: 0, -2.7, 18, 0.3

Source: PubChem BioAssay (The Scripps Research Institute Molecular Screening Center)
